# KLF5 inh – suppresses KLF5 promoter-driven expression | inhibition, % at 5 µM | AID 1700 | DLD-1 KLF5 promoter-luciferase reporter, luminescence | 290,000 tested, 0.23% active;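 active = inhibition above a per-plate limit of that plate's mean compound inhibition plus 3 SD, cut at about 60% in these data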;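 also: 0% = DMSO wells and 100% = LY294002 at 200 µM; higher means less KLF5 promoter-driven luciferase light; inactives centre near -14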
# PolyA inh – inhibitors of polyadenylation in S. cerevisiae; S. cerevisiae SKY197-pL101 polyadenylation reporter, beta-gal luminescence; efflux-impaired pdr1/pdr3 knockout yeast; score 100 = 6 SD above DMSO; calls only at 12 µM; 300,000 tested, 0.02% active; AID 1875;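 active = lowest replicate activity score at least 50, where 100 means six control SD above control mean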;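 also: yeast exposed to compound for 9 h at 30 °C; higher score means more reporter readthrough which indicates perturbed polyadenylation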
# HSF1 activator – increases HSF-1 driven luciferase reporter signal. NIH3T3-HGL HSF-1 luciferase reporter, MG132, 8 h; 100% = twice DMSO control signal. activation, % at 9 µM. 300,000 tested, 1.7% active;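 active = mean replicate activation of at least 50% with a set share of replicates each reaching 50%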;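 also: 0% = median of the neutral control wells and 100% = twice that signal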
# AI-2 QS mod – modulates the Vibrio harveyi AI-2 quorum sensing system; 300,000 tested, 0.4% active; activity change, % at 7.5 µM; AID 2094; Vibrio harveyi JMH597 AI-2 luminescence/OD600 ratio, 9 h; active compounds read low; strain lacks LuxN and CqsS sensors; 0 = neutral-control median; in the data active = activity change below about -75%, passing the limit was not always enough;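 also: luminescence divided by OD600 gain over 9 h not by final OD600 alone; inactives centre near 13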
# aSyn UTR inh – MLPCN primary screen, SNCA 5' untranslated region | alpha-synuclein 5'UTR reporter, inhibitor activity | inhibition, % (tested at 7.5 µM) | 300,000 tested, 0.82% active | AID 1813; in the data active = inhibition above about 60%;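 also: H4 neuroglioblastoma cells stably carrying SNCA 5'UTR luciferase fusion; 0% = DMSO wells and 100% = positive control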
# HSF1 inhib – HSF1 inhibition | NIH3T3-HGL HSE-luciferase, MG132-induced, luminescence 8 h; active compounds read low | activity change, negative = inhibition, % at 7.5 µM (by protocol) | 300,000 tested, 0.77% active;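 active = more than half of replicate wells show activity change below -50%, luminescence cut by over half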;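 also: luciferase reports HSF-1 transcriptional activity via heat shock element; 0% = median of DMSO wells and -100% = zero luminescence signal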
# GSK3B inh – inhibitors of human GSK3beta kinase; P49841; GST-GSK3beta kinase, ADP-Glo luminescence, 60 min; active compounds read low; activity score (negative = inhibition), % at 10 µM; 300,000 tested, 0.038% active;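 active = more than half of replicate wells score below -50%, meaning over 50% inhibition versus plate controls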;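 also: 0% = median DMSO wells and -100% = median GW8510 positive control wells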
# Target sequence (P49841 whole entry, looked up): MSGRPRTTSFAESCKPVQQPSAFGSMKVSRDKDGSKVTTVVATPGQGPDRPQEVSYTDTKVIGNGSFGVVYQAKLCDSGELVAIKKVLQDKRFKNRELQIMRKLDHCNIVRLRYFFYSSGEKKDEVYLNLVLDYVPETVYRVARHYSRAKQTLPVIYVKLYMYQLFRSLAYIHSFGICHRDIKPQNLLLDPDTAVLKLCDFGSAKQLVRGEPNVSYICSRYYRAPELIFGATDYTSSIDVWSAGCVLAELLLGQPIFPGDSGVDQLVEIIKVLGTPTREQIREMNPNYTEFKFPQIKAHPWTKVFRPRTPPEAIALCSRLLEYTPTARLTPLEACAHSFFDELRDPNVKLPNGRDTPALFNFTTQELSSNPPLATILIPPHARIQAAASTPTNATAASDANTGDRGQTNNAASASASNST
#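 Test system: GST-fused GSK3beta enzyme, cell-free | Quantity: 1.6 ng GST-GSK3beta enzyme per well | Reagent: 25 µM ATP with peptide substrate | Schedule: 60 min enzyme reaction, room temperature | Signal: Luminescent ADP-Glo measurement of ADP formed | Read-out basis: Score relative to plate controls | Control set: DMSO and 20 µM GW8510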
# HSP90 refold inh – HSP90 refolding inhibition in rabbit reticulocyte lysate; luciferase refolding luminescence, 3 h; inhibition, % at 5.6 µM; 290,000 tested, 0.91% active;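 active = inhibition above the screen-wide mean plus 3 SD, computed separately per campaign, cut at about 16% in these data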;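 also: 0% = DMSO wells and 100% = 60 µM geldanamycin wells; inhibitors lower the luminescence because luciferase stays unfolded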
# IEC-6 cytotox – kills IEC-6 intestinal cells in KLF5 counter-screen; inhibition, % at 5 µM; IEC-6 cytotoxicity, luminescence viability; 290,000 tested, 0.78% active; in the data active = inhibition above about 22%;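 also: 0% = plate median of test compound wells and 100% = cytotoxic reference compound wells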
# GSK3A inh – inhibitors of human GSK-3 alpha kinase; P49840; ADP-Glo luminescence, 60 min; inhibition, % at 10 µM; 320,000 tested, 0.1% active; AID 2650;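 in the data active = inhibition above about 50%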;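 also: GST-tagged GSK-3 alpha with peptide substrate and 25 µM ATP; 0% = DMSO neutral wells and 100% = GW8510 positive control wells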
# Target sequence (P49840 whole entry, looked up): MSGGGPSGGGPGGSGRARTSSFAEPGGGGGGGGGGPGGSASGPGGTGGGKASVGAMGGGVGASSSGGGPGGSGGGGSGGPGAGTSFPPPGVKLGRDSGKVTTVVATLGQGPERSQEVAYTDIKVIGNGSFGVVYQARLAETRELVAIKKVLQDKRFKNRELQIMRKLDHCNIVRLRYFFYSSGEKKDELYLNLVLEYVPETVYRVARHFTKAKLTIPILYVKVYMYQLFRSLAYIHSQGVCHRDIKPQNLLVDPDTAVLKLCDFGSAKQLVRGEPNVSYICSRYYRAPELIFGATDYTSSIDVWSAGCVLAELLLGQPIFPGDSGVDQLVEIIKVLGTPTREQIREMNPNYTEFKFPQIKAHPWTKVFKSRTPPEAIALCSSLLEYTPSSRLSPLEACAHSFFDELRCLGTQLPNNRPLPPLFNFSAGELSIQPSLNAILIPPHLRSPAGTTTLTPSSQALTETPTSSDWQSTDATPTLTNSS
# * marks the source's active call; other numbers are inactive results; i = inactive; nt = no result given.
# Each structure is followed by: aSyn UTR inh	AI-2 QS mod	HSF1 inhib	PolyA inh	GSK3B inh	KLF5 inh	IEC-6 cytotox	HSF1 activator	GSK3A inh	HSP90 refold inh
CCN1C(=NCc2ccccc2)N[C@@H](c2ccccc2)[C@H](C(=O)OC)[C@H]1C
→ 20.3	10.2	-10.1	i	3.0	-7.1	6.1	11.9	4.8	-1.7
Cc1ccc(Nc2nc(C)cc(C)c2C(N)=O)cc1
→ 9.2	21.8	-16.0	i	0.6	-15.4	9.0	-0.2	-3.3	-3.6
CC(C)N(C(C)C)S(=O)(=O)c1ccc(Cl)nc1
→ -14.1	10.4	-6.0	i	-3.8	-26.6	3.7	5.3	-0.5	0.8
COc1ccc(NCC(=O)Nc2ccccc2C#N)cc1Cl
→ -67.9	0.3	2.7	i	1.3	-13.7	-3.5	-6.7	nt	1.0
CCOC(=O)N/N=C/c1c(C)nn(-c2ccccc2Cl)c1Cl
→ -90.6	14.6	3.4	i	-1.4	-54.2	6.2	33.6	1.9	-7.0
CCN(CC)C(=O)COc1coc(CN2CCN(c3cccc(Cl)c3)CC2)cc1=O
→ 1.8	17.6	-6.2	i	0.5	-4.6	5.2	0.0	-1.4	-2.2
O=C(NCc1ccc(F)cc1)C1CCCN(S(=O)(=O)c2cccc3nsnc23)C1 (stereo unspecified)
→ 19.8	8.9	6.3	i	2.9	-4.5	-1.0	3.2	-5.7	-3.9
CCCCCCCCC1CC(C(=O)Nc2ccccc2)C(=O)O1 (stereo unspecified)
→ -22.9	-1.8	-1.1	i	0.6	nt	nt	6.3	-0.5	nt
COC(=O)c1ccccc1NC(=O)CSc1n[nH]c(CC(C)C)n1
→ 16.2	17.1	-3.2	i	-2.1	-19.1	-1.9	7.1	0.5	1.8
CC(C)n1nc(C(=O)NNC(=O)c2ccncc2)c2ccccc2c1=O
→ 6.9	5.5	-3.9	i	3.0	nt	nt	7.5	3.8	nt
O=[N+]([O-])c1ccc(C[n+]2cc(-c3ccc(Cl)c(Cl)c3)n3c2CCCCC3)cc1
→ 9.3	6.0	2.9	i	-2.1	-28.4	5.2	17.2	3.1	5.0
O=C(NCCc1ccccc1)/C(=C/c1ccco1)c1ccccc1
→ 13.5	15.8	4.5	i	2.0	-11.6	0.7	-10.2	-1.8	2.5
CCC(Oc1cc(Cl)ccc1Cl)C(=O)NN1C(=O)C2C3CCC(C3=C(C)C)C2C1=O (stereo unspecified)
→ 1.2	8.7	2.8	i	-2.0	0.8	-3.7	9.7	-4.6	-0.7
CCN(CC(=O)Nc1cc(Cl)ccc1C)C(=O)c1ccc2c(=O)n3c(nc2c1)CCC3
→ -2.0	20.1	-5.3	i	-2.2	nt	nt	-19.8	0.1	nt
O=C(CCN1C(=O)c2ccc([N+](=O)[O-])cc2C1=O)Nc1ccc(O)cc1C(=O)O
→ -16.7	23.7	-4.0	i	-3.0	-11.8	-2.1	-3.7	-3.8	-0.6

# Brought forward from above: 2 compounds, followed by the next part.
# Each structure is followed by: aSyn UTR inh	AI-2 QS mod	HSF1 inhib	PolyA inh	GSK3B inh	KLF5 inh	IEC-6 cytotox	HSF1 activator	GSK3A inh	HSP90 refold inh
CCN(CC(=O)Nc1cc(Cl)ccc1C)C(=O)c1ccc2c(=O)n3c(nc2c1)CCC3
→ -2.0	20.1	-5.3	i	-2.2	nt	nt	-19.8	0.1	nt
O=C(CCN1C(=O)c2ccc([N+](=O)[O-])cc2C1=O)Nc1ccc(O)cc1C(=O)O
→ -16.7	23.7	-4.0	i	-3.0	-11.8	-2.1	-3.7	-3.8	-0.6
O=C1c2cc(F)ccc2OC2(CCNCC2)C12CC(c1ccccc1)=NO2 (stereo unspecified)
→ -18.8	8.9	0.4	i	-2.9	nt	nt	-3.0	3.5	nt
O=C(NC1CCCCC1)C(c1ccncc1)N(Cc1ccccc1)C(=O)c1ccc(-c2ccccc2)[nH]1 (stereo unspecified)
→ -13.2	-4.6	35.1	i	-0.8	1.6	-4.0	55.5*	-0.1	2.1
O=S(=O)(Nc1ccncc1)c1cc(Cl)ccc1Cl
→ 8.8	12.9	-5.6	i	3.4	2.0	2.9	-24.4	-1.9	-1.7
COC(=O)C1CCN(C(=O)COC(=O)c2ccc3[nH]c4c(c3c2)CCCC4)CC1
→ 4.7	-19.7	-10.0	i	0.7	nt	nt	-29.5	-1.6	nt
CCn1c(SCC(=O)NCC2CCCO2)nc2c(c1=O)SCC2 (stereo unspecified)
→ 7.3	9.1	2.0	i	4.5	3.1	-3.7	-4.3	-2.0	0.5
O=C(COC(=O)/C=C/c1ccc(OC(F)F)cc1)Nc1ccc(S(=O)(=O)N2CCCC2)cc1
→ 16.2	-62.7	1.0	i	1.3	6.2	2.0	1.9	0.2	4.7
O=C(NNC(=O)c1ccc(Cl)c(Cl)c1)c1ccncc1
→ 4.7	-4.5	-1.0	i	-3.4	nt	nt	2.0	-2.1	nt
COCCNC(=O)CCn1c(=O)oc2ccccc21
→ 3.1	16.1	-4.9	i	-5.3	4.1	-0.6	-18.0	2.4	0.4
CCOc1ccc(NC(=O)CN(C)C(=O)CC(NC(=O)c2ccccc2)c2ccccc2)cc1OCC (stereo unspecified)
→ 4.5	-3.2	0.4	i	-0.2	nt	nt	-1.9	-1.4	nt
COc1ccc(C(=O)NNC2=NS(=O)(=O)c3ccccc32)cc1OC
→ 12.0	17.3	0.8	i	-9.1	-16.0	0.4	0.8	-3.1	-1.9
COc1ccc(Br)cc1/C=N/N1CCN(Cc2ccccc2)CC1
→ 8.1	55.9	4.2	i	1.6	-6.8	-6.2	36.1	-4.1	0.5
CCOC(=O)C1CN(S(=O)(=O)c2ccc(Cl)cc2)c2cc(S(=O)(=O)CC)ccc2O1 (stereo unspecified)
→ -6.0	0.2	0.9	i	2.6	-4.5	1.5	10.2	-2.3	0.1
Cc1ncoc1C(=O)Nc1nccs1
→ 1.6	2.7	-3.5	i	0.5	-15.2	1.3	-2.2	0.3	-1.6
O=C(c1ccc([N+](=O)[O-])s1)N1CCN(c2ccc(C(F)(F)F)cn2)CC1
→ 6.0	12.7	9.7	i	0.3	-2.2	-8.3	26.4	1.8	0.1
Cn1nc(C(=O)Nc2ccccc2)c2c1-c1ccccc1S(=O)(=O)C2
→ 5.3	6.0	0.4	i	3.6	-27.7	7.4	19.9	1.0	-4.2
CC(C)CCN1C(=O)c2ccc(C(=O)Nc3ccc(O)cc3C(=O)O)cc2C1=O
→ 2.8	21.9	1.6	i	2.3	-47.2	-0.4	-14.9	-0.8	-2.2
CSc1nc(N)n2nc(-c3ccccc3)cc2n1
→ -118.6	27.6	38.7	i	-1.6	-80.9	10.6	45.0	0.1	1.9
c1ccc2c(-c3[nH]ncc3CNCCCn3ncc4ccccc43)cccc2c1
→ -6.0	12.1	2.1	i	-3.5	1.0	-3.8	13.7	0.9	-3.2
COc1ccc(OCC(=O)Nc2cc(S(=O)(=O)N3CCCCC3)ccc2OC)cc1
→ 6.4	22.7	5.2	i	4.4	nt	nt	9.7	-1.2	nt
N#Cc1ccccc1CSC1=NCCS1
→ -6.3	-1.6	-0.9	i	1.5	7.5	-6.2	17.6	nt	0.2
CC1CCC/C(=C\c2ccc(O)cc2)C1=O (stereo unspecified)
→ -24.2	10.2	-2.7	i	-9.9	nt	nt	1.4	13.3	nt
CCN1CCCC1CNS(=O)(=O)c1cc(Br)cc2c1N(C(=O)C1CC1)CC2 (stereo unspecified)
→ -7.6	31.0	0.7	i	-1.9	-23.0	-2.1	11.5	7.2	-2.4
CCN1C(=O)N[C@@H](c2cccc(F)c2)C(C(C)=O)=C1C
→ -10.9	5.5	5.6	i	-2.0	nt	nt	-4.5	0.3	nt
CC(C)(C)c1ccc(C(=O)c2c[nH]c(C(=O)NCc3cccs3)c2)cc1
→ -11.8	24.0	3.7	i	2.7	-22.3	-0.9	1.4	0.5	8.2
c1ccc(Cn2ncc3c(Nc4ccccc4)ncnc32)cc1
→ 40.2	11.6	-7.4	i	-4.9	-8.7	7.9	-6.1	-0.5	-1.3
Cc1ccc(OCc2n[nH]c(=S)n2-c2ccccc2)cc1C
→ 10.0	-13.4	2.8	i	1.7	3.9	-1.8	12.0	-1.2	5.2
CCC(CC)c1nnc(NS(=O)(=O)Cc2ccccc2)s1
→ 15.7	11.3	-0.7	i	3.1	-52.0	6.6	-10.1	-2.4	-2.0
C[C@H](NC(=O)N1CCn2c1nc1ccccc12)C(=O)NCc1ccccc1
→ 28.1	9.5	-5.0	i	2.5	-5.7	-0.5	4.3	-3.3	-5.2
Cc1cc(O)c(C(=O)/C=C/c2ccccc2O)c(=O)o1
→ -4.4	9.2	-2.9	i	7.0	-29.9	-1.3	7.7	-1.8	3.8
CCN(Cc1ccccc1)S(=O)(=O)c1c[nH]c(C(=O)OC)c1
→ -8.0	23.4	-1.7	i	-2.1	-19.4	-4.8	13.5	-1.2	-4.2

# In another format: results already given.
SMILES	aSyn UTR inh	AI-2 QS mod	HSF1 inhib	PolyA inh	GSK3B inh	KLF5 inh	IEC-6 cytotox	HSF1 activator	GSK3A inh	HSP90 refold inh
CCN1CCCC1CNS(=O)(=O)c1cc(Br)cc2c1N(C(=O)C1CC1)CC2 (stereo unspecified)	-7.6	31.0	0.7	i	-1.9	-23.0	-2.1	11.5	7.2	-2.4
CCN1C(=O)N[C@@H](c2cccc(F)c2)C(C(C)=O)=C1C	-10.9	5.5	5.6	i	-2.0	nt	nt	-4.5	0.3	nt
CC(C)(C)c1ccc(C(=O)c2c[nH]c(C(=O)NCc3cccs3)c2)cc1	-11.8	24.0	3.7	i	2.7	-22.3	-0.9	1.4	0.5	8.2
c1ccc(Cn2ncc3c(Nc4ccccc4)ncnc32)cc1	40.2	11.6	-7.4	i	-4.9	-8.7	7.9	-6.1	-0.5	-1.3
Cc1ccc(OCc2n[nH]c(=S)n2-c2ccccc2)cc1C	10.0	-13.4	2.8	i	1.7	3.9	-1.8	12.0	-1.2	5.2
CCC(CC)c1nnc(NS(=O)(=O)Cc2ccccc2)s1	15.7	11.3	-0.7	i	3.1	-52.0	6.6	-10.1	-2.4	-2.0
C[C@H](NC(=O)N1CCn2c1nc1ccccc12)C(=O)NCc1ccccc1	28.1	9.5	-5.0	i	2.5	-5.7	-0.5	4.3	-3.3	-5.2
Cc1cc(O)c(C(=O)/C=C/c2ccccc2O)c(=O)o1	-4.4	9.2	-2.9	i	7.0	-29.9	-1.3	7.7	-1.8	3.8
CCN(Cc1ccccc1)S(=O)(=O)c1c[nH]c(C(=O)OC)c1	-8.0	23.4	-1.7	i	-2.1	-19.4	-4.8	13.5	-1.2	-4.2

# This is a subset. The share of hits here may be higher or lower than overall.
